p53 reactivation: re-activators of mutant p53. 320,000 tested, 0.063% active. Potency, µM (series often up to 92.2 µM), for inactives: at the top dose activity change, positive = activation, most hits filed as activators. H1299 p53-A138V BP100-luciferase reporter, luminescence, 24 h; note: potency is the fitted concentration of half-maximal effect; % of control where 0% means no effect; nearly all actives have a fitted effect of over 45% in size
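p53-null H1299 cells stably carrying temperature-sensitive p53-A138V and a BP100-luciferase reporter were pinned with compounds (4-point, 1:5 series) and held 24 hrs at 37 deg C. Luminescence was read 10 min after detection reagent.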
RORgamma inh: inhibitors of mouse ROR gamma transcriptional activity; Drosophila S2 Gal4-RORgamma UAS-luciferase reporter, 20 h; Potency, µM (highest dose often 53.6 µM), for inactives: top-dose activity change, negative = inhibition, usual class: inhibitors; 310,000 tested, 5.4% active; note: potency is the fitted concentration of half-maximal effect; % is set by controls: 0 for no effect and ±100 for the full control effect; nearly all actives have a fitted effect of over 60% in size
Target sequence (P51450 whole entry, looked up, the tested form may be a part): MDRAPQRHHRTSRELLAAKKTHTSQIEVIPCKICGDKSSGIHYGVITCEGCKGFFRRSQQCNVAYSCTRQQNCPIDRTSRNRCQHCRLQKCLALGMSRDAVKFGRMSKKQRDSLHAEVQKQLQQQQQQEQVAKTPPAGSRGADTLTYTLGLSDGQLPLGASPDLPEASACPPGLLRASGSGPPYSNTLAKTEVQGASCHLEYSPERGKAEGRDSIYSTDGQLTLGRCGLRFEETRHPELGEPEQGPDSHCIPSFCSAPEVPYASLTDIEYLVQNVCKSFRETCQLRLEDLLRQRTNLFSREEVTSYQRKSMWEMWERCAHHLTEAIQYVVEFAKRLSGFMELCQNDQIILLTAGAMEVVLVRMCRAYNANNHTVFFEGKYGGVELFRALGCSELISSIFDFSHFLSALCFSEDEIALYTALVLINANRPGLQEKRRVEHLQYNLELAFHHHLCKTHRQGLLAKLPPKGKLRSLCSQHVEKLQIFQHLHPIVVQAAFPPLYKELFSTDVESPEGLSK
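Read-out: Photinus luciferase luminescence; inhibitors lower reporter signal. Insect Schneider cells with Gal4-ROR gamma fusion under metallothionein promoter, UAS reporter; 700 uM final copper sulfate induction, 20 hr, ambient temperature.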
FLuc counter: firefly luciferase modulation, counter-screen for miR-21 project. P08659. purified FLuc, Km substrates, luminescence inhibition. 360,000 tested, 6.9% active. Potency, µM (series often up to 57.5 µM), inactives show top-dose activity change, negative = inhibition, actives largely listed as inhibitors;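 note: potency is the fitted concentration of half-maximal effect; plate controls were vehicle for no effect and reference inhibitor for full effect; nearly all actives have a fitted effect of over 55% in size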
Target sequence (P08659 whole entry, looked up): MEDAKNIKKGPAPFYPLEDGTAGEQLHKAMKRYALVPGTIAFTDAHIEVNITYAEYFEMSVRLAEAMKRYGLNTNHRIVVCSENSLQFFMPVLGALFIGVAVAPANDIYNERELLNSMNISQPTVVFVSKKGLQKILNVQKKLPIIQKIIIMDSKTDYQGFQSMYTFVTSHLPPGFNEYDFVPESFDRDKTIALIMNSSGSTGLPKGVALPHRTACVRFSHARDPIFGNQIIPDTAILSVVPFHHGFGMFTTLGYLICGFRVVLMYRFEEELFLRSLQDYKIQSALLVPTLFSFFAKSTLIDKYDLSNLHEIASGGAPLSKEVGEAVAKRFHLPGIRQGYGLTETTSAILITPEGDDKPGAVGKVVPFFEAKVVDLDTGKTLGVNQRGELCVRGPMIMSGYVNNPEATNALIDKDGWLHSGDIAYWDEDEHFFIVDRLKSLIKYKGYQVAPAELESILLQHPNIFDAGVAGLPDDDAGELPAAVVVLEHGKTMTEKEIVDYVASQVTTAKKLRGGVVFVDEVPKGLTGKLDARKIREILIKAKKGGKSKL
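Biochemical qHTS of compounds, final roughly 60 µM downward over six points, against 10 nM purified firefly luciferase using Km concentrations of substrates (10 uM D-luciferin, 10 uM ATP) in Tris acetate pH 7.5 buffer; luminescence output.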
Rab9 promoter act: activates the Rab9 promoter | Huh7 Rab9 promoter-luciferase reporter, luminescence, 24 h | 320,000 tested, 2.8% active | Potency, µM (highest dose often 9.22 µM), inactives show at the highest dose activation, negative = inhibition, most hits filed as activators; note: potency is the fitted concentration of half-maximal effect; % of control where 0% means no effect; nearly all actives have a fitted effect of over 60% in size
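Rab9 promoter-driven luciferase in stably transfected Huh7 cells; 1500 cells/well rested 2 h, exposed to compound in DMSO for 24 h at 37 °C, 5% CO2. Luminescence read 10 min after adding luciferase reagent at ambient temperature.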
ELG1 genotoxic: induces genotoxicity in HEK293T cells with luciferase-tagged ELG1; HEK293T ELG1-luciferase reporter, luminescence, 16 h; Potency, µM (titrated, usually from 46 µM), for inactives: at the top dose activity change, positive = activation, actives largely listed as activators; 330,000 tested, 1.3% active; note: potency is the fitted concentration of half-maximal effect; % of control where 0% means no effect; nearly all actives have a fitted effect of over 60% in size
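Genotoxic stress is detected as increased luminescence from luciferase-tagged ELG1 in HEK293T cells, measured with ONE-Glo after a 16 hr treatment at 37 °C.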
BRCA1 expr act: activators of BRCA1 expression | MCF7-BRCA1-FFLuc reporter, luminescence, 48 h; response scale: scaled: vehicle 0%, 10 µM genistein 100% | Potency, µM (titrated, usually from 46.1 µM), for the others: top-dose activation, hits mostly activators | 380,000 tested, 1.1% active; note: potency is the fitted concentration of half-maximal effect; nearly all actives have a fitted effect of over 80% in size; some results filed as inactive show a strong effect at the top dose
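Cells: MCF7-BRCA1-FFLuc, 2000/well. Exposure: 48 h, 37 °C, 5% CO2. Read: luminescence, 15 min post-substrate. Controls: genistein 10 microM (maximal activation), DMSO (neutral).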
PKM2 activator: PKM2 (human) enzyme activation; P14618; purified PKM2, Kinase-Glo ATP luminescence, activation; response scale: 0% is enzyme alone, no compound; Potency, µM (titrated, usually from 57.5 µM), without a hit: at the highest dose activation, actives largely listed as activators; 260,000 tested, 0.34% active; AID 1631; note: potency is the fitted concentration of half-maximal effect; % is set by controls: 0 for no effect and ±100 for the full control effect; nearly all actives have a fitted effect of over 55% in size
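Purified hPK-M2 (>95% pure) converted ADP (0.1 mM final) to ATP with 0.5 mM PEP in 50 mM imidazole pH7.2, KCl, MgCl2, Tween 20, BSA; 1 h at room temperature. ATP detected by Kinase-Glo luminescence.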
Giardia kill: kills Giardia lamblia; Giardia lamblia trophozoite viability; activity change, % at 7.66 µM, hits read low; 340,000 tested, 0.15% active; in the data active = activity change below about -80%; inconclusive = between about -30% and that limit;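 note: parasites exposed to compound for two days anaerobically before the ATP read; % is set by controls: 0 for no effect and ±100 for the full control effect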
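Luminescence from cellular ATP indicates surviving trophozoites (100 cells/well) following 48 hrs anaerobic compound treatment at 37 deg C; signal develops 15-30 min at room temperature.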
Menin MLL FP TR: menin-MLL binding inhibition, Texas Red mutant peptide; Menin + Texas Red MLL mutant peptide, fluorescence polarization; AID 1768; Potency, µM (doses to about 61.6 µM), inactives show at the highest dose FP activity change, negative = inhibition, hits mostly inhibitors; O00255; 270,000 tested, 0.23% active; active = well fitted inhibition curve with a large enough effect in the polarisation, with a control signal flat, not every such curve was filed as active; inconclusive = small, poorly fitted or top-dose-only effect, or effect the other way, or a change in a side signal; inactive = no such curve, though single readings can be large or run the other way; the % refers to the polarisation; note: potency is the fitted concentration of half-maximal effect; % of control where 0% means no effect; many of its hits are not listed in these tables
NPC1 prom act: activates the NPC1 promoter | AID 485313 | 320,000 tested, 2.4% active | Huh7 NPC1 promoter luciferase reporter, 24 h | Potency, µM (highest dose often 9.22 µM), for the others: at the highest dose activation, actives largely listed as activators;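 note: potency is the fitted concentration of half-maximal effect; % of control where 0% means no effect; nearly all actives have a fitted effect of over 60% in size; reporter is driven by a mutant NPC1 promoter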
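Cells: Huh7 expressing luciferase under the NPC1 promoter, 1500/well. Seeded 2 h, compound added, incubated 24 h at 37 °C. Luciferase reagent, 10 min ambient, then luminescence.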
VP16 counter: inhibits Gal4-VP16 luciferase reporter, ROR gamma counter-screen. Drosophila S2 Gal4-VP16 UAS-luciferase, luminescence, 20 h. AID 2546. Potency, µM (titrated, usually from 53.6 µM), inactives show top-dose activity, negative = inhibition, actives largely listed as inhibitors. 310,000 tested, 3.5% active;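 note: Gal4-VP16 expression switched on by copper sulfate through the metallothionein promoter; potency is the fitted concentration of half-maximal effect; % is set by controls: 0 for no effect and ±100 for the full control effect; nearly all actives have a fitted effect of over 50% in size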
The depositor's hits bear a star; ? = inconclusive; / = no result given; & = joins results of further samples; [ ] = another dose, or the depositor's remark. Unless noted, calls come from the whole dose curve; as a rule, active = well fitted curve in the direction sought with a large enough effect; inconclusive = small, poorly fitted or top-dose-only effect, or another doubt; inactive = no such curve, though single readings can be large; an effect the other way counts as inactive or inconclusive.

SMILES	p53 reactivation	RORgamma inh	FLuc counter	Rab9 promoter act	ELG1 genotoxic	BRCA1 expr act	PKM2 activator	Giardia kill	Menin MLL FP TR	NPC1 prom act	VP16 counter
O=P(/C(=N/O)N1CCOCC1)(N1CCOCC1)N1CCOCC1	8%	-4%	6%	-3%	-2%	0%	-2%	-26	-14%	1%	-9%
O=C(N/N=C/c1c(O)n(CCc2ccccc2)c(=O)[nH]c1=O)c1ccncc1	-6%	17%	-16%	-5%	0%	-4%	3%	2	?	-3%	-5%
OCC1CO1 (stereo not drawn)	-7%	11%	1%	1%	-1%	7%	/	-5	/	-5%	-6%
COc1ccc(C(C)=O)cc1CC(C(=O)c1ccc(Br)cc1)N(C)C (stereo not drawn)	1%	23%	3%	2%	-3%	-2%	2%	-23	8%	-3%	0%
COc1ccc(-n2c(C)cc(C(=O)C[N+]34CCN(CC3)CC4)c2C)cc1	-4%	-2%	-4%	-3%	-7%	-12%	-17%	4	-6%	0%	-3%
COC(=O)C1=C(c2ccc(-c3ccccc3)c(F)c2)C[C@@H]2CC[C@H]1N2C(=O)NCc1ccco1	-1%	/	-7%	-10%	-7%	-38%	/	-1	/	1%	/
Cc1onc(-c2ccccc2)c1C(=O)Nc1ccc(S(=O)(=O)N2CCCC2)cc1	3%	8.9µM*	?	14%	5%	-20%	-1%	-28	9%	7%	-25%
O=c1c2ccccc2nc(-c2ccccc2F)n1-c1ccccc1	-26%	-2%	-1%	6%	0%	-34%	-1%	-12	-3%	-2%	1%
COC(=O)C1=C(c2ccc(C(C)=O)cc2)C[C@@H]2CC[C@H]1N2C(=O)NC1CCCCC1	1%	/	2%	-8%	4%	6%	/	-23	/	1%	/
CCOC(=O)c1sc(=NC(=O)c2ccc(C)c(C)c2)n(C)c1C	3%	?	?	2µM*	12µM*	3.2µM*	-4%	-28	11%	3.2µM*	-8%
CCc1ccc(N2C(=O)NC(=O)/C(=C\c3cc(C)n(-c4cc(C(=O)O)cc(C(=O)O)c4)c3C)C2=O)cc1	0%	-27%	-5%	8%	-2%	0%	/	4	-13%	0%	-3%
Cc1[nH]c2ccccc2c1C(=O)C(=O)N1CCC2(CC1)OCCO2	0%	22%	-2%	0%	3%	4%	0%	15	2%	0%	-14%
CC1(C)C2([N+](=O)[O-])CN3CC1([N+](=O)[O-])CN(C2)C3c1ccccn1 (stereo not drawn)	3%	-2%	5%	0%	-3%	-11%	-2%	-2	/	-3%	-2%
ClC1=C(Cl)C(Cl)=C(Cl)C1=C/C=C/c1ccccc1	?	-12%	?	-45%[inhibitor]	-11%	-67%	-10%	-7	/	-44%[inhibitor]	-12%
Cc1cc(C)nc(N/N=C/C2=C(O)CC(c3ccccc3)CC2=O)n1 (stereo not drawn)	11%	?	1%	-6%	6%	/	-6%	/	/	-6%	-19%
O=C1NC(=O)C(=Cc2cc([N+](=O)[O-])ccc2N2CCCCC2)C(=O)N1	-3%	-5%	-7%	2%	0%	-22%	-4%	-3	11%	1%	0%
O=[N+]([O-])c1ccc2nc(N3CCNCC3)ccc2c1	/	/	/	-4%[46.1 µM]	/	81%	/	-9	-6%	0%[46.1 µM]	/
O=c1[nH]c(=O)n(C2CCCCCC2)c(O)c1C=NCC1CCCO1 (stereo not drawn)	7%	-3%	-1%	4%	0%	-31%	-4%	1	0%	-7%	-9%
CN1C2CCC1CC(OC(=O)c1ccc([N+](=O)[O-])cc1)C2 (stereo not drawn)	-8%	6%	2%	-2%	0%	-7%	0%	11	-2%	-1%	15%
CCCCn1c(=O)c(C(=O)NCc2ccncc2)c(O)c2ccccc21	23%	?	7%	-4%	-7%	-45%	4%	-3	-5%[11.7 µM]	-3%	?
O=C(c1ccc(CS(=O)(=O)c2ccccc2)o1)N1CCC2(CC1)OCCO2	-10%	42%	0%	0%	-3%	6%	-5%	23	-3%	-5%	3%
COc1cccc(C2CC3C(=O)C=CC2N3Cc2ccccc2)c1 (stereo not drawn)	-1%	15%	-1%	-14%	1%	-62%	-4%	-5	10%	-7%	16%
COc1ccc(F)cc1C(=O)C1CCCN(Cc2cnc(C)s2)C1 (stereo not drawn)	-4%	23%	-1%	1%	-2%	-23%	-3%	-17	-20%	-2%	-18%
CN1CCC(OC(=O)C2c3ccccc3Oc3ccccc32)CC1	-9%	-36%	3%	4%	1%	-21%	0%	-1	-2%	-4%	7%
O=C(CCC(=O)N1C[C@H]2C[C@@H](C1)c1cccc(=O)n1C2)NCc1ccc(F)cc1	4%	/	-1%	0%	0%	0%	/	-3	/	-7%	/
(further entries)
SMILES	p53 reactivation	RORgamma inh	FLuc counter	Rab9 promoter act	ELG1 genotoxic	BRCA1 expr act	PKM2 activator	Giardia kill	Menin MLL FP TR	NPC1 prom act	VP16 counter
CCC1(C)Cc2ccccc2-c2c1c(=O)n(Cc1ccccc1)c1nnnn21 (stereo not drawn)	19%	?	1%	-9%	1%	-38%	2%	-14	1%	1%	-8%
Cc1cc(OCC(=O)N2CCC(C(=O)O)CC2)c2c3c(c(=O)oc2c1)CCC3	/	-4%	-2%	2%	3%	12%	0%	-8	13%	-2%	0%
O=P1(NC2CCCC2)COc2ccccc2OC1	3%	?	4%	13%	2%	-3%	-8%	6	-6%	-1%	-10%
O=C(Cn1ncc2c3ccccc3n(Cc3ccccc3F)c2c1=O)N1CCC2(CC1)OCCO2	5%	0%	-2%	18%	0%	10%	1%	-7	-12%	9%	1%
CC1(C)CN=C(NCc2ccccc2Cl)S1	?	-33%	-6%	13%	10%	15%	2%	8	-20%	5%	4%
COc1ccccc1N1CCN(S(=O)(=O)CCNC(=O)C2CC(=O)N(c3ccccc3)C2)CC1 (stereo not drawn)	-1%	43%	1%&5%	-4%	-6%	-17%	/	41[activator]	?	-6%	?
CN1CCN(C(=O)Cc2ccccc2)CC1	0%	8%	-2%	1%	-5%	6%	1%	21	/	-3%	1%
CC(C)C[C@H](NC(=O)[C@@H]1CCCN1C(=O)[C@@H](N)Cc1ccc(O)cc1)C(=O)NCC(N)=O	3%	0%	8%	-1%	0%	-4%	-2%	8	0%	-1%	-7%
O=C(Oc1ccccc1)c1cc2ccccc2o1	13%	14%	9.5µM*	0%	1%	-2%	0%	-6	1%	0%	0%
CCc1cccc(CC)c1N(COC)C(=O)CCl	/	13%&1%	/	/	/	-45%	/	-3	-18%	/	12%&10%
COC(=O)C1=C(c2ccc(OC(F)(F)F)cc2)C[C@@H]2CC[C@H]1N2C(=O)NCCO	9%	/	3%	1%	1%	-1%	/	-10	/	-1%	/

Of the compounds above, these have a carbonyl joined to an NH by a bond outside any ring:
SMILES	p53 reactivation	RORgamma inh	FLuc counter	Rab9 promoter act	ELG1 genotoxic	BRCA1 expr act	PKM2 activator	Giardia kill	Menin MLL FP TR	NPC1 prom act	VP16 counter
O=C(N/N=C/c1c(O)n(CCc2ccccc2)c(=O)[nH]c1=O)c1ccncc1	-6%	17%	-16%	-5%	0%	-4%	3%	2	?	-3%	-5%
COC(=O)C1=C(c2ccc(-c3ccccc3)c(F)c2)C[C@@H]2CC[C@H]1N2C(=O)NCc1ccco1	-1%	/	-7%	-10%	-7%	-38%	/	-1	/	1%	/
Cc1onc(-c2ccccc2)c1C(=O)Nc1ccc(S(=O)(=O)N2CCCC2)cc1	3%	8.9µM*	?	14%	5%	-20%	-1%	-28	9%	7%	-25%
COC(=O)C1=C(c2ccc(C(C)=O)cc2)C[C@@H]2CC[C@H]1N2C(=O)NC1CCCCC1	1%	/	2%	-8%	4%	6%	/	-23	/	1%	/
CCCCn1c(=O)c(C(=O)NCc2ccncc2)c(O)c2ccccc21	23%	?	7%	-4%	-7%	-45%	4%	-3	-5%[11.7 µM]	-3%	?
O=C(CCC(=O)N1C[C@H]2C[C@@H](C1)c1cccc(=O)n1C2)NCc1ccc(F)cc1	4%	/	-1%	0%	0%	0%	/	-3	/	-7%	/
COc1ccccc1N1CCN(S(=O)(=O)CCNC(=O)C2CC(=O)N(c3ccccc3)C2)CC1 (stereo not drawn)	-1%	43%	1%&5%	-4%	-6%	-17%	/	41[activator]	?	-6%	?
CC(C)C[C@H](NC(=O)[C@@H]1CCCN1C(=O)[C@@H](N)Cc1ccc(O)cc1)C(=O)NCC(N)=O	3%	0%	8%	-1%	0%	-4%	-2%	8	0%	-1%	-7%
COC(=O)C1=C(c2ccc(OC(F)(F)F)cc2)C[C@@H]2CC[C@H]1N2C(=O)NCCO	9%	/	3%	1%	1%	-1%	/	-10	/	-1%	/

An excerpt; rates above refer to the full screens.
